Screening results: PubChem BioAssay, several laboratories
SDO1 yeast rescue: restores growth of sdo1-depleted yeast | S. cerevisiae sdo1-depleted JHY4D growth rescue, OD600 30 h; stronger effect = higher value; pdr5 snq2 efflux-pump mutant strain | z-score at 10 µM | hit rate 0.21% among 140,000 | AID 817;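 active = z-score above 3 at both the 24 hr and the 30 hr optical density reads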;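 also: z-score against mean and SD of all compound wells on the same plate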
INS promoter inh: TRM-6 insulin promoter activity inhibition | TRM-6 cells (human fetal islet line), insulin promoter-eGFP reporter, imaging; reporter expression induced with tamoxifen | inhibition, % at 2 µM | hit rate 0.9% among 130,000;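 active = inhibition above the mean plus 3 SD, with well images judged a real hit on visual review, cut at about 60% in these data, passing the limit was not always enough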
SDO1 yeast rescue Rescue 24 h: further read-out of SDO1 yeast rescue, marked with its call; z-score; S. cerevisiae sdo1-depleted JHY4D growth rescue, OD600; measured here: growth rescue at 24 h;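 0 is the plate mean of compound wells and units are plate SD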
Numbers without * were called inactive; / = not tested or not shown. Rows were taken by chance; about 0.91% have a hit in one of these screens.

SMILES	SDO1 yeast rescue	SDO1 yeast rescue Rescue 24 h	INS promoter inh
O=C(Cn1nnc(-c2cccc(C(F)(F)F)c2)n1)NC1CCCC1	-0.27	0.22	/
NC(=O)c1ccsc1NC(=O)c1ccc(S(=O)(=O)N2CCCCC2)cc1	-0.77	-1.4	/
CNS(=O)(=O)c1cccc(C(=O)OCC(=O)Nc2cc(F)ccc2F)c1	/	/	24
CCSc1nc2nc(C)cc(C)n2n1	0.72	-0.39	31
COc1ccc(C(=O)N/C(=C/c2cccc3ccccc23)C(=O)NCCc2c[nH]c3ccccc23)cc1OC	-0.23	-0.34	7
Fc1ccc(CSc2nsc(SCc3ccc(F)cc3)n2)cc1	-0.45	-0.25	34
O=C(OCC(=O)N1CCCCCC1)c1ccc(S(=O)(=O)N2CCOCC2)cc1	/	/	-60
Cc1ccc(-n2nnc3c(=O)n(CC(=O)NCC4CCCO4)cnc32)cc1 (stereo not given)	0.81	0.05	/
CCCC(=O)OCC(=O)Nc1cc(C(C)(C)C)nn1-c1ccccc1	0.11	-0.49	0
Cc1cccc(Nc2nc(N3CCCCC3)nc(N3CCCCC3)n2)c1	-0.58	-0.34	-31
O=C(O)c1cccc(N2C(=O)CSC2c2c(F)cccc2Cl)c1 (stereo not given)	1.2	1.5	-21
O=C(Nc1ccc(Cl)cn1)C1COc2ccccc2O1 (stereo not given)	/	/	7
CC(C)OCCCN1C(=O)c2ccccc2C1C(=O)NC1CCCCC1 (stereo not given)	1.5	0.59	-31
CS(=O)(=O)NCCSCc1c(F)cccc1Cl	0.67	0.83	38
COc1ccccc1/C=N/NC(=O)c1ccc(Br)cc1	/	/	-7
Cc1cccc(NC(=S)NCc2ccncc2)c1C	1.2	0.45	-27
CC(C)(C)C(=O)Nc1ccc(N2CCN(S(C)(=O)=O)CC2)cc1	/	/	24
O=C(Cn1c(-c2ccc(Cl)cc2)noc1=O)N1CCN(c2ccccc2F)CC1	-0.52	-0.96	/
COC(=O)CSc1nc(C(C)C)nc2ccccc12	0.02	0.25	57
COc1cc(/C=N/OCC(=O)Nc2cc(C)on2)ccc1OCc1ccccc1	0.84	0.9	4
CCC(C)(C)NC(=O)C(c1cccn1C)N(C(=O)Cn1nnc2ccccc21)c1ccc(F)cc1 (stereo not given)	-1.1	0.21	-42
O=C(O)CCCC(=O)NCCCCc1ccccc1	0.88	0.09	18
COc1ccccc1-n1c(SCC(=O)N2CCCCC2)nnc1-c1ccccc1O	-0.89	-1	/
COc1ccc2c(COC(=O)CNC(=O)C34CC5CC(CC(C5)C3)C4)cc(=O)oc2c1	0.27	0.8	-3
CN(C(=O)c1ccc2c(=O)n3c(nc2c1)CCCCC3)c1ccccc1	-0.89	-0.8	-417

More entries follow.
SMILES	SDO1 yeast rescue	SDO1 yeast rescue Rescue 24 h	INS promoter inh
CCOC(=O)CNC(=O)c1cnn2cccnc12	0.47	0.69	-24
CC(=O)NCC(=O)N(c1ccccc1)C1(C(=O)NC2CCCCC2)CCCCC1	0.47	0.96	-57
O=C1CC(c2ccccc2)n2nc(NS(=O)(=O)c3ccccc3)nc2N1 (stereo not given)	-0.34	-1.1	/
Cc1sc(N)c(C#N)c1C	1.4	-0.27	-4
O=C(Nc1ccc2c(c1)OCCO2)c1cnc2ccccn2c1=O	/	/	-138
CCCn1c(=O)c2c(C(F)(F)F)cc(-c3ccco3)nc2n(CCC)c1=O	-1.2	-0.88	43
COC(=O)CCSc1nccn1Cc1ccccc1	-0.32	-0.67	-8
Cc1sc(NC(=O)COc2ccccc2)c(C#N)c1C	/	/	8
CC([NH2+][O-])C(C)(C)NO (stereo not given)	0.3	-0.3	18
COc1ccc(NC(=O)CSc2nnc(-c3ccccn3)n2N)cc1	0.74	0.71	3
CCOc1cc(-c2cc(-c3ccccc3)nc(N)c2C#N)ccc1O	-1.3	-0.42	-3
COc1cccc(C(=O)N(Cc2ccco2)Cc2cc3cccc(C)c3[nH]c2=O)c1	-0.21	0.23	0
Cc1cccc(NC(=O)C2CCCN(C(=O)Nc3ccccc3)C2)c1C (stereo not given)	0.26	0.4	-5
CN(C)c1nc(OCC(=O)NC(C)(C)C)nc(N(C)C)n1	0.5	0.4	-61
CCCCNC(=O)C1c2cc(OC)c(OC)cc2C(=O)N(C)C1c1ccc(OC)cc1 (stereo not given)	0.72	0.55	/
CC(NC(=O)C1CCCN(C(=O)N(C)C)C1)c1ccccc1 (stereo not given)	1.5	1.5	32
O=C(Cn1cc(/C=N/NC(=O)c2ccccc2Br)c2ccccc21)Nc1ccc(F)cc1	0.39	-0.18	3
CCc1ccc(-c2nc(CN3CCCC(C(=O)NCCc4ccc(OC)c(OC)c4)C3)c(C)o2)cc1 (stereo not given)	-2	-1.2	-121
CN(C)c1ccc(C(=O)n2nnc3ccccc32)cc1	-1.2	-1.3	-30
CCC(C)(C(=O)NC1CCCC1)N(C)C(=O)Cc1c[nH]c2ccccc12 (stereo not given)	/	/	0
COC(=O)CCCCC1SCC(NC(=O)OC)C1NC(=O)OC (stereo not given)	0.86	0.72	31
COc1ccccc1CNC(=O)C1CCN(S(C)(=O)=O)CC1	-0.4	-0.5	33
CC(=O)C1=C(O)C(=O)N(C2CCCCC2)C1c1ccccc1 (stereo not given)	1.4	0.89	1
CN(C)CCN1C(=O)C(O)=C(C(=O)c2cc3ccccc3o2)C1c1ccc(N(C)C)cc1 (stereo not given)	0.07	-0.47	/
CCOC(=O)c1c(-c2ccccc2)csc1NC(=O)COc1ccc2c(C)cc(=O)oc2c1	0.78	2.6	-31

Grouped by structure: the compounds so far containing bromine.
SMILES	SDO1 yeast rescue	SDO1 yeast rescue Rescue 24 h	INS promoter inh
COc1ccccc1/C=N/NC(=O)c1ccc(Br)cc1	/	/	-7
O=C(Cn1cc(/C=N/NC(=O)c2ccccc2Br)c2ccccc21)Nc1ccc(F)cc1	0.39	-0.18	3

Exported comma-delimited: 5 of the compounds above.
SMILES,SDO1 yeast rescue,SDO1 yeast rescue Rescue 24 h,INS promoter inh
CN(C)c1ccc(C(=O)n2nnc3ccccc32)cc1,-1.2,-1.3,-30
CCOc1cc(-c2cc(-c3ccccc3)nc(N)c2C#N)ccc1O,-1.3,-0.42,-3
O=C(Cn1cc(/C=N/NC(=O)c2ccccc2Br)c2ccccc21)Nc1ccc(F)cc1,0.39,-0.18,3
COc1cccc(C(=O)N(Cc2ccco2)Cc2cc3cccc(C)c3[nH]c2=O)c1,-0.21,0.23,0
COC(=O)CCSc1nccn1Cc1ccccc1,-0.32,-0.67,-8

Retrieved by compound from above (four):
SMILES	SDO1 yeast rescue	SDO1 yeast rescue Rescue 24 h	INS promoter inh
CCCn1c(=O)c2c(C(F)(F)F)cc(-c3ccco3)nc2n(CCC)c1=O	-1.2	-0.88	43
CN(C)c1ccc(C(=O)n2nnc3ccccc32)cc1	-1.2	-1.3	-30
O=C(Nc1ccc2c(c1)OCCO2)c1cnc2ccccn2c1=O	/	/	-138
CCOC(=O)c1c(-c2ccccc2)csc1NC(=O)COc1ccc2c(C)cc(=O)oc2c1	0.78	2.6	-31

The list continues:
SMILES	SDO1 yeast rescue	SDO1 yeast rescue Rescue 24 h	INS promoter inh
CCN(CC)c1ccc(C(=O)OCc2cc(=O)oc3cc(O)ccc23)cc1	-0.76	2.3	33
O=C(CCN1C(=O)/C(=C/C=C/c2ccccc2)SC1=S)Nc1nc2ccccc2s1	-0.09	-0.12	17
Cc1ccc(S(=O)(=O)N2CC=C(C(=O)NCc3ccc(F)cc3)CC2)cc1	0.59	-0.02	2
Cc1cc(NS(=O)(=O)c2ccc(NC(=O)NC(C)(C(F)(F)F)C(F)(F)F)cc2)no1	0.55	0.6	4
C(=N\n1c2ccccc2c2ccccc21)/c1ccccc1	-0.21	-0.22	-13
CC(C)CNc1nc2c(c(=O)n(C)c(=O)n2C)n1Cc1cccc(Br)c1	-0.77	-0.04	53
CCOc1ccc(C=O)cc1CN1CCCCC1	1.3	0.65	-64
CCCC(=O)Nc1ccc(Cl)c(NC(=O)c2cccc(OC)c2)c1	/	/	24
O=C(N/N=C/c1ccc2c(c1)OCO2)c1cc(-c2ccc(F)cc2)nc2ccccc12	-0.36	-0.12	7
COc1cc(OC)c(OC)cc1CN1CCCC(C(=O)N2CCCCC2)C1 (stereo not given)	-0.33	-0.6	-6
COc1ccccc1NC(=O)CC(=O)CSc1nnc(-c2ccc(C)cc2)n1C	0.76	-0.31	/
CC(C)Cn1c(CN(C)Cc2ccccc2)nc2c1c(=O)n(C)c(=O)n2C	0.59	0.88	/
CC1=C(C(=O)Nc2ccccc2)C(c2ccccc2)N2C(=O)CSC2=N1 (stereo not given)	0.35	0.96	/
CCOC(=O)N1CCC2(CC1)C(C(=O)C13CC4CC(CC(C4)C1)C3)C2(C#N)C#N (stereo not given)	-0.02	0.35	/
C/C(=N\NC(=O)c1c(Br)c(C)nn1C)c1cccc(NC(=O)C2CCC2)c1	-0.63	-1.6	0
O=S(=O)(Nc1ccc(N2CCCCC2)cc1)c1cccc2cccnc12	-0.29	0.12	-60
Cc1occc1C(=O)N/N=C/c1sc(N2CCOCC2)nc1-c1ccccc1	/	/	-9
CSCCC(NC(=O)C1CCC(C)CC1)C(=O)NCCN1CCOCC1 (stereo not given)	0.68	0.21	-29
Cc1ccc(NC(=O)COC(=O)c2ccccc2Cl)cc1S(=O)(=O)N(C)C	/	/	8
Cc1nc2ccccc2n1C(=O)c1ccc(Cl)cc1[N+](=O)[O-]	-0.42	-1.4	13
Cc1cccc(N2CC(C)Cn3c2nc2c3c(=O)n(CC(=O)OCc3ccccc3)c(=O)n2C)c1 (stereo not given)	-0.56	-0.4	88*
COc1ccc(C2(C(=O)Nc3ccc(C(=O)N4CCOCC4)cc3)CCOCC2)cc1	0.28	-0.48	18
CC1(C)CC(=O)C=C(Nc2ccc(S(N)(=O)=O)cc2)C1	0.6	0.05	-407
CCCCCC(=O)N/N=C/c1ccco1	0.03	-0.07	0
Cn1cccc1/C=N/NC(=O)c1sc2cc(Cl)ccc2c1Cl	-0.49	0.02	9

(list continues)
SMILES	SDO1 yeast rescue	SDO1 yeast rescue Rescue 24 h	INS promoter inh
O=C(NC(Cc1ccccc1)C(=O)O)/C(=C/c1ccc([N+](=O)[O-])cc1)NC(=O)c1ccccc1Br (stereo not given)	/	/	14
COc1cc(OC)c(NC(=O)c2ccoc2C)cc1Cl	0.49	-0.34	71*
O=C(NCc1ccccc1F)C1CCN(C(=O)NCc2ccccc2)CC1	0.46	0.57	/
S=C(NCCc1ccccc1)Nc1ccc(Cl)cc1Cl	-1.8	-1.7	/
COc1ccc(C(=O)NNC(=O)c2cccc(F)c2)cc1	/	/	0
c1ccc(-c2nnc(SCc3nnc(-c4cccs4)o3)o2)cc1	-0.48	-0.51	-26
Cc1ccc(OCC(=O)Nc2cccc(S(=O)(=O)N3CCOCC3)c2)c([N+](=O)[O-])n1	/	/	17
Nc1cc(=O)[nH]c(SCc2nc3ccccc3n2Cc2ccccc2)n1	0.5	1.2	26
COc1ccc(N2CCN(C(c3cccs3)C(C)NS(C)(=O)=O)CC2)cc1 (stereo not given)	/	/	18
COC(=O)CN(c1nc(C)cc(OC)n1)S(=O)(=O)c1ccc(C)cc1	-1	-1	22
O=[N+]([O-])c1cc(C(F)(F)F)ccc1NCCc1c[nH]c2ccc(O)cc12	-2.5	-1.9	-25
CCOc1ccccc1C(=O)Nc1nnc(SCC(=O)Nc2cc(C)on2)s1	/	/	-21
Cc1cccc(-n2c(C)n[nH]c2=S)c1	-0.11	-0.38	-3
CC1Cc2ccccc2N1Cc1nc2scc(-c3cccs3)c2c(=O)[nH]1 (stereo not given)	-0.46	0.89	/
COc1cc2c(C(=O)NC3CCCCCC3)cn(C)c(=O)c2cc1OC	1.2	0.61	27
CC1CC(C)CN(C(=O)COC(=O)CCc2nc3ccccc3c(=O)[nH]2)C1 (stereo not given)	0.27	0.62	22
Cc1cccc(Nc2nnc(-c3ccc(C(=O)N4C[C@H]5C[C@H](C4)c4cccc(=O)n4C5)cc3)c3ccccc23)c1	-0.28	-0.16	26
Clc1cccc(Cl)c1COc1ccncc1	0.15	-0.65	33
COc1ccc(C2NC(=O)NC(C)=C2C(=O)Nc2cccc(C)c2C)cc1 (stereo not given)	0.13	0.01	/
CCc1ccc(C(=O)COC(=O)CNC(=O)c2ccc(N3C(=O)c4ccccc4C3=O)cc2)cc1	-0.68	1.3	0
O=C(CN1CCN(Cc2ccccc2)C1=O)NCCCN1CCOCC1	1	0.48	/
Cc1ccc(C(C)C)cc1C(=O)CC1(O)C(=O)N(C)c2ccccc21 (stereo not given)	-0.93	-0.96	-55
CCn1c(=N)c(S(=O)(=O)c2ccc(F)cc2)cc2c(=O)n3ccccc3nc21	1.4	1.4	-18
CC1CCN(S(=O)(=O)c2ccc(-c3nnc(SCc4cccnc4)o3)cc2)CC1	-0.39	1.5	/
Cn1cc(Cl)c(C(=O)N/N=C/c2ccc(OS(=O)(=O)c3ccccc3)cc2)n1	-0.47	-1.1	-57
N#Cc1c(-c2ccc(F)cc2)ccnc1N1CCOCC1	/	/	57

A second format for 4 compounds above.
Cc1cccc(-n2c(C)n[nH]c2=S)c1
  SDO1 yeast rescue: -0.11
  SDO1 yeast rescue Rescue 24 h: -0.38
  INS promoter inh: -3
CC1Cc2ccccc2N1Cc1nc2scc(-c3cccs3)c2c(=O)[nH]1 (stereo not given)
  SDO1 yeast rescue: -0.46
  SDO1 yeast rescue Rescue 24 h: 0.89
  INS promoter inh: /
COc1cc2c(C(=O)NC3CCCCCC3)cn(C)c(=O)c2cc1OC
  SDO1 yeast rescue: 1.2
  SDO1 yeast rescue Rescue 24 h: 0.61
  INS promoter inh: 27
CC1CC(C)CN(C(=O)COC(=O)CCc2nc3ccccc3c(=O)[nH]2)C1 (stereo not given)
  SDO1 yeast rescue: 0.27
  SDO1 yeast rescue Rescue 24 h: 0.62
  INS promoter inh: 22
